Screening data from PubChem.
SR-BI DiI-HDL act: SR-BI HDL lipid transfer activation | actives 0.096% (n = 320,000) | activation, % at 12.5 µM | CHO ldlA[mSR-BI] cells, DiI-HDL uptake fluorescence, 3 h; 100 = double the neutral-control signal | AID 504775;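 active = mean replicate activation of at least 60% and every replicate at or above 60%; inconclusive = mean or all-replicate condition met, but not both; inactive = mean below 60% and not all replicates reaching 60%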;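 note: 0% = median plate neutral-control signal and 100% = twice that signal; values of inactives mirror those of a sister screen read the other way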
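material = CHO ldlA[mSR-BI] cells | medium = Ham's F12 with 0.5% BSA, HEPES 25 mM, pH 7.4 | reagent = fluorescent DiI-HDL, 10 µg/mL final | compound dosing = single-point compound dose | incubation = 3 h, 37 °C | measured by = bottom-read fluorescence, 550/595 nm | measure = HDL uptake via cellular fluorescence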
cardiac RTF act: increases calcium sensitivity of human cardiac regulated thin filaments. P19429+P45379. IANBD-labeled TnC RTF fluorescence at EC20 calcium; 0% EC20 calcium, 100% full calcium. activation, % at 7.2 µM. actives 0.24% (n = 340,000);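 active = activation above the mean over all tested compounds plus 3 SD, cut at about 30% in these data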;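 note: rise in fluorescence read as greater calcium sensitivity of cardiac thin filaments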
Wnt bcat act: activators of Wnt/beta-catenin signaling; actives 1.2% (n = 300,000); activation, % at 9.35 µM; AID 743398; Wnt/beta-catenin reporter cell assay, activator, plate reader; in the data active = activation above about 30%, passing the limit was not always enough; inconclusive = no clear call, values can overlap the other calls;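 note: 0% = neutral control wells and 100% = positive control wells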
CDK5 p35 inh: inhibitors of human CDK5/p35 kinase; Q00535+Q15078; inhibition, % at 10 µM; Recombinant CDK5/p35, ADP-Glo luminescence, 60 min; actives 0.01% (n = 330,000);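 active = highest replicate inhibition of at least 50% and at least 75% of replicates reaching 50%; inconclusive = only one of the two criteria met; inactive = both criteria failed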;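 note: plate controls were DMSO neutral control for no effect and GW8510 at 10 µM for full effect; many of its hits are not listed in these tables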
Target sequence (Q00535 whole entry, looked up): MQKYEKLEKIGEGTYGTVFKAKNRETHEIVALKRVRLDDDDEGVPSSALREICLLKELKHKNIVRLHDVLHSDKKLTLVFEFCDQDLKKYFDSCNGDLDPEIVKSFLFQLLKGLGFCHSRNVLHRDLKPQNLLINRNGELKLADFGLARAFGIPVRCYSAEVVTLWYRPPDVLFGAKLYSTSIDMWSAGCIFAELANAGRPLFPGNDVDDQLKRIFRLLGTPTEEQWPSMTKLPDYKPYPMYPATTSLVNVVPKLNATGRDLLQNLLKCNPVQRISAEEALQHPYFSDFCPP
Target sequence (Q15078 whole entry, looked up): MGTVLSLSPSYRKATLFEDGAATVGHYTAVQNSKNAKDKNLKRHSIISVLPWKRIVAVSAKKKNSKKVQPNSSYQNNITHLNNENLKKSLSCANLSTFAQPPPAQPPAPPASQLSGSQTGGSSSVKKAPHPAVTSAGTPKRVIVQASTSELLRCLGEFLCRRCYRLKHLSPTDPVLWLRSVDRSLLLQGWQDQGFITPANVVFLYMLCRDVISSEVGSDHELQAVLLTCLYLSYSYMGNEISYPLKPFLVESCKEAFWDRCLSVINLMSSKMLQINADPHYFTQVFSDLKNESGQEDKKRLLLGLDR
MITF TRPM1 HTS: activators of MITF-driven TRPM1 promoter activity in SK-MEL-5 cells; actives 0.75% (n = 300,000); activation, % at 12.5 µM; SK-MEL-5 TRPM1-promoter luciferase, 24 h; % of positive control, neutral wells = 0; AID 588334;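 active = mean activation of at least 80% with every replicate also reaching 80%; inconclusive = mean reaches 80% but some replicate falls short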;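 note: 0% = neutral control wells and 100% = parthenolide positive control wells; values of inactives mirror those of a sister screen read the other way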
Rtt109 Vps75: inhibitors of Candida albicans Rtt109/Vps75 histone acetyltransferase. inhibition, % at 34.9 µM. purified Rtt109/Vps75, ThioGlo CoA-SH fluorescence, 4 h. actives 0.16% (n = 330,000). AID 540336. Q5AAJ8;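 active = inhibition of at least 50% in every replicate; inconclusive = best replicate reaches 50% inhibition but some replicates fall short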
SR-BI DiI inh: mouse SR-BI HDL lipid transfer inhibition; AID 488896; Q61009; ldlA[mSR-BI] CHO cells, DiI-HDL uptake fluorescence, 3 h; inhibition, % at 12.5 µM; actives 0.96% (n = 320,000);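 active = mean replicate inhibition of at least 70% and a set share of replicates each scoring 70 or more; inconclusive = meets just one of the two criteria; inactive = fails both criteria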;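 note: 0% = median of neutral control wells and 100% = median of positive control wells; values of inactives mirror those of a sister screen read the other way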
dFosB act: activators of mouse delta FosB homodimer | P13346 | purified delta FosB, TAMRA-CDK5 oligo fluorescence polarization; percent of positive-control signal above neutral wells | actives 0.99% (n = 340,000) | activation, % at 25 µM;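 active = mean activation above about 17%, with every replicate also reaching it, limit read from the data, passing the limit was not always enough; inconclusive = only one of the two conditions met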;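 note: fluorescence polarization rise as delta FosB binds a TAMRA Cdk5 AP-1 oligo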
Target sequence (P13346 whole entry, looked up): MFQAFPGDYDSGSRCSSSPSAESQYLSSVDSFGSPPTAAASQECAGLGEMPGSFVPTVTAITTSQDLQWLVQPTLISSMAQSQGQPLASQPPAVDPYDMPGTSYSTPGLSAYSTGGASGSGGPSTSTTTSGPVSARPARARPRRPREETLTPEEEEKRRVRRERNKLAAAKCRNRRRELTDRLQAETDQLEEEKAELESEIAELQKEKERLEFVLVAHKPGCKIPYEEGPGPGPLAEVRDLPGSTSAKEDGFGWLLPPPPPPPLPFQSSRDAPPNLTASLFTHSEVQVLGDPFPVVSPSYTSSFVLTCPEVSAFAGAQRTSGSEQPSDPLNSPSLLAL
HTR5A ag ctr: counter-screen for OPRM1-OPRD1 agonists: human HTR5A agonism | P47898 | HTR5A agonist assay, luminescence, cell-based | activation, % at 9.3 µM | actives 0.61% (n = 340,000); in the data active = activation mostly above about 9.5%, no sharp cut-off; inactive = mostly below about 7.6%;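 note: 0% = cells with vehicle only and 100% = reference agonist; strong numbers were not always called active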
PvdQ inh: blocks Pseudomonas aeruginosa PvdQ acylase activity; inhibition, % at 10 µM; purified PvdQ acylase, fluorescence plate reader; AID 488965; actives 0.063% (n = 340,000); in the data active = inhibition above about 30%, passing the limit was not always enough; inconclusive = no clear call, values can overlap the other calls;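 note: 0% = vehicle neutral wells and 100% = reference inhibitor wells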
The depositor's hits bear a star; i = inactive; ? = inconclusive; . = no result given. An excerpt; the hit share may differ from the screen's.

item	molecule	cardiac RTF act	CDK5 p35 inh	Rtt109 Vps75	SR-BI DiI inh	Wnt bcat act	PvdQ inh	dFosB act	SR-BI DiI-HDL act	HTR5A ag ctr	MITF TRPM1 HTS
1	COC(=O)C1=C(c2cccc(OCc3ccccc3)c2)C[C@@H]2CC[C@H]1N2C(=O)NCCCOC(C)C	0	-1.6	5	25	-1	-4	-8	-25	-1	-2
2	O=C(Cn1c(=O)n(CC2CS2)c2ccccc21)N1CCCCC1 (stereo not drawn)	1	0.2	-2	-16	-1	5	-1	16	.	-4
3	CC12C=CC(=O)C=C1CCC1C2C(O)CC2(C)C1CCC2(C)O (stereo not drawn)	2	-2.1	-5	-5	-4	20	5	5	2	2
4	CCCCn1c(O)c(C=NCc2ccc3c(c2)OCO3)c(=O)[nH]c1=O	4	0.5	-2	-17	-3	2	14	17	6	-14
5	Nc1ccc2c(c1)oc1ccccc12	8	-2.7	1	-15	.	-11	-3	15	0	50
6	COc1cc(C2SCC(=O)Nc3c2c(=O)[nH]n3C2CCCCCC2)cc(OC)c1OC (stereo not drawn)	-3	0.5	33	2	-2	-5	-8	-2	1	.
7	COc1ccc(CCn2c(O)c(C=Nc3ccc(NC(C)=O)cc3)c(=O)[nH]c2=O)cc1OC	.	0.4	-9	-16	-4	-3	23*	16	.	.
8	CC(=O)N1CN2CN(C(C)=O)CC(C(=O)c3ccccc3)(C2)C1	-3	-2.5	-3	-18	.	7	0	18	-1	2
9	CC[N+](C)(CC)CCCOC(=O)C(O)(c1ccccc1)C1CCCCC1 (stereo not drawn)	1	0.8	-13	8	-3	-19	4	-8	-5	.
10	CC1CCN(CC#CCOc2ccc(Cl)cc2)CC1	-3	-1.0	-1	-13	1	-9	-7	13	2	11
11	COC(=O)C1=C(c2ccc(F)cc2OCc2ccccc2)C[C@@H]2CC[C@H]1N2C(=O)NCc1ccccc1	-3	0.3	-7	7	-2	-20	-2	-7	-4	5
12	CCOC(=O)c1ccc(N=Cc2c(O)n(-c3ccccc3F)c(=S)[nH]c2=O)cc1	5	0.0	-2	-32	2	0	14	33	4	-2
13	O=C(c1cc(C(=O)NCc2ccc(Cl)cc2)c(=O)n(Cc2ccc(Cl)cc2)c1)c1cc(F)ccc1O	3	-0.5	12	10	-3	-11	-3	-10	7	-19
14	CCc1cc(=O)oc2cc(C)cc(OCC(=O)N3CCC(C(=O)O)(c4ccccc4)CC3)c12	9	-1.0	8	-12	-1	-9	-12	12	-1	5
15	CN(C)/C=C1/C(=O)NC(=O)N(CCNc2ncc(C(F)(F)F)cc2Cl)C1=O	5	-7.1	-7	-11	0	-3	1	11	0	3
16	CCc1ccc(C2=NN(CCC(=O)N3CCC4(CC3)OCCO4)C(=O)CC2)cc1	-4	0.4	-4	-25	-1	4	3	25	-1	-2
17	COC(=O)C(O)(c1ccc(N(C)C(=O)c2cccs2)cc1)C(F)(F)F (stereo not drawn)	1	0.2	-3	11	0	-13	-2	-11	1	-8
18	COC(=O)C1=C(c2ccc(OC)c(OC)c2)C[C@@H]2CC[C@H]1N2C(=O)NCc1cccc2ccccc12	0	-0.3	-2	21	-6	-5	3	-21	-2	0
19	O=[N+]([O-])/C=C/c1c(Cl)cccc1Cl	0	-0.9	7	11	0	-14	3	-11	-2	-110
20	CC(Cc1ccccc1)NC(=O)Cc1ccc(N(C)C)cc1 (stereo not drawn)	1	-0.7	-2	2	.	-2	-6	-2	1	3
21	CC(C(=O)N1CCC2(CC1)OCCO2)C1Sc2ccccc2NC1=O (stereo not drawn)	-3	-0.2	-6	-17	.	-16	0	17	0	2
22	CCOC(=O)[C@]12Cc3cc(Cl)ccc3[C@H]1N(Cc1ccccc1)C(=O)c1ccccc12	-4	-0.4	-4	12	-5	-6	2	-12	-9	1
23	C=CCn1c(O)c(C(C)=NCc2ccc3c(c2)OCO3)c(=O)[nH]c1=O	-3	0.1	7	-7	2	-5	-2	7	-1	-2
24	CN1C(=O)C(=Cc2ccccc2OCc2ccccc2Cl)C(=O)N(C)C1=O	-5	-0.1	-3	19	5	3	-1	-19	-1	9
25	CN(C)C1=C(C#N)C(c2ccccc2)=NP(N(C)C)(N(C)C)=N1	-2	-0.3	-1	-2	.	-8	0	2	1	-1
26	CN1CCN(c2ccc([N+](=O)[O-])c(NCc3ccco3)c2)CC1	7	-2.1	5	26	-1	10	8	-26	2	13
27	COc1ccc(C2NCc3ccc4c(c3-n3cccc32)OCO4)cc1OC (stereo not drawn)	2	-0.9	-11	-16	0	-15	-5	16	-1	.
28	O=C(C[N+]12CCC(CC1)C(OC(=O)c1ccccc1)C2)c1ccc([N+](=O)[O-])cc1 (stereo not drawn)	-1	-0.1	8	-1	10	-12	3	1	2	.
29	Cc1cccc(NC2=NCCCS2)c1C	4	1.0	.	7	-2	6	-3	-7	-1	-7
30	c1ccc2c(CN3CCN(C4CCCCC4)CC3)c[nH]c2c1	7	-0.1	3	10	.	-7	-1	-10	2	0
31	CCOC(=O)c1cccc([P+](=O)O)c1	12	-0.9	7	7	-4	-6	-7	-7	-5	.
32	C[N+]1(C)C2CCC1CC(OC(=O)c1c[nH]c3ccccc13)C2 (stereo not drawn)	-5	-0.7	1	10	-2	0	3	-10	1	-1
33	COc1ccc(NP2(=O)OCC(C)(N)CO2)cc1 (stereo not drawn)	-1	1.1	-9	-21	-5	0	2	21	0	6
34	COc1ccc(-n2c(-c3ccccc3Br)nc3ccccc3c2=O)cc1	-4	-0.7	-10	-1	2	-4	-17	1	2	-12
35	C/C=C1\CN2[C@H]3C[C@@]45c6ccccc6N(C)[C@H]4[C@@H]2CC1C3[C@H]5O (stereo partly drawn)	8	0.7	2	-7	0	-12	-2	7	-1	-6
36	CCc1ccc(/C=C(/C#N)C(N)=S)cc1	6	1.8	-7	9	.	-15	2	-9	-3	7
37	CCN(CC)C(=O)c1ccc(NC(=O)c2sccc2-c2ccccc2)cc1	-5	-0.1	0	34	1	-2	-17	-34	0	-7
38	CCCc1cc(=O)oc2cc(OCC(=O)N3C[C@H]4C[C@@H](C3)c3cccc(=O)n3C4)ccc12	17	-2.5	-10	-9	-2	-19	-3	9	-4	2
39	COc1ccc(Br)cc1CN1CCN(C(=O)Cc2ccccc2)CC1	4	-1.3	-2	i	0	-15	-11	725*	1	-18
40	CC(=O)N1CC(=O)Nc2ccc(C)cc2C1c1ccccc1 (stereo not drawn)	2	1.3	-2	.	1	-16	-3	.	-3	-6
41	COC(=O)C(O)(c1ccc(N(C)C(=O)COc2ccccc2)cc1)C(F)(F)F (stereo not drawn)	-4	0.2	-12	-53	-1	-6	-2	53	1	8
42	Cc1ccc(N2C(=O)/C(=C/N3CCN(C(=O)c4ccco4)CC3)C(=O)NC2=S)cc1C	-2	0.1	21	.	.	2	5	.	2	11
43	Cc1cc(C(=O)CS(=O)(=O)c2ccccc2)cc(C)c1OC(=O)N(C)C	-2	0.6	7	10	13	-17	-9	-10	3	47
44	Cc1cccc(NP2(=O)NCCCN2)c1	-4	-0.7	-5	-18	-2	13	5	18	6	-1
45	CC1=C2C(=O)C3C(CC=C4CC(OC5OC(O)C(O)C(O)C5CO)CCC43C)C2CCC12OC1CC(C)CNC1C2C (stereo not drawn)	0	-4.6	7	.	-3	-7	-7	.	-4	-1
46	COc1cc2c(C(=O)N3CCN(C)CC3)c(C)n(C)c2cc1Br	-3	0.2	1	0	.	3	7	0	-2	6
47	COc1ccc(C2C(C#N)=C(N)Oc3c2c(=O)oc2ccccc32)cc1Cn1cc([N+](=O)[O-])cn1 (stereo not drawn)	-1	-0.1	-7	-2	.	-8	-3	2	-1	2
48	C=CCn1c(O)c(C(CC)=NCCc2c[nH]c3ccccc23)c(=O)[nH]c1=O	2	0.4	0	-3	4	-4	1	3	31*	-5
49	O=Cc1c(C(=O)O)n(Cc2ccccc2Cl)c2ccccc12	5	0.5	-8	-33	-1	-1	-1	33	3	6
50	CCC/C(=N\O)c1c[nH]c2ccccc12	1	-0.4	3	-5	3	-17	-13	5	-1	1
51	Cc1sc2c(c1C)C(c1cccs1)=NCC(=O)N2CC(=O)NCc1cccs1	6	0.0	.	56	.	-9	-7	-56	1	-7
52	O=c1[nH]c(O)c(N=Nc2ccc3c(c2)OCCO3)c(=O)[nH]1	2	2.7	0	6	-29	1	-1	-6	-4	-49
53	CCN(CC)c1ccccc1	-8	-0.6	6	-3	2	-2	2	3	3	3
54	CCC1(CC(C)C)C(=O)NC(=S)NC1=O	-2	-3.7	-1	2	-3	-9	1	-2	-3	8
55	CN(C)c1ccc(/C=C2\C(=O)NC(=O)N(Cc3ccc(F)cc3)C2=O)cc1	2	-1.6	-1	-20	0	-15	?	20	-3	.
56	O=C(c1cc(-c2cccnc2)nc2ccccc12)N1CCC2(CC1)OCCO2	-2	0.0	-8	-6	.	-14	-1	6	-3	-3
57	Cn1c(O)c(C=Nc2ccc(Cl)cc2)c(=O)n(C)c1=O	-6	1.0	4	-33	.	-6	-9	33	0	.
58	Cc1ccc(/C=C2\C(=O)NC(=S)N(c3ccc(F)cc3)C2=O)o1	4	-8.8	?	-19	0	9	-8	19	4	.
59	C[n+]1c(-c2ccccc2)cc(CCCCc2cc(-c3ccccc3)[n+](C)c(-c3ccccc3)c2)cc1-c1ccccc1	-6	0.6	12	9	0	-14	1	-9	-2	-36
